NADH enzymes = inhibitors of enzymes used to reach an NAD/NADH endpoint; coupled PK/LDH NADH assays, four targets; IC50, µM (series often up to 10 µM), without a hit: at the top dose inhibition; hit rate 0.02% among 65,000; AID 774;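 active = single-dose screening hits from any of four coupled enzyme assays that gave an IC50 when retested across doses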;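 also: the DPM-DC format reads NADH fluorescence rather than 340 nm absorbance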
SF1 activator = SF-1 (human) activation; CHO-K1 Gal4-SF-1 LBD luciferase reporter; % increase over DMSO SF-1-specific signal; activation, % at 10 µM; hit rate 1.9% among 65,000;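 active = activation above the mean activation of all tested compounds plus 3 SD, cut at about 50% in these data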
Target sequence (Q13285 whole entry, looked up, the tested form may be a part): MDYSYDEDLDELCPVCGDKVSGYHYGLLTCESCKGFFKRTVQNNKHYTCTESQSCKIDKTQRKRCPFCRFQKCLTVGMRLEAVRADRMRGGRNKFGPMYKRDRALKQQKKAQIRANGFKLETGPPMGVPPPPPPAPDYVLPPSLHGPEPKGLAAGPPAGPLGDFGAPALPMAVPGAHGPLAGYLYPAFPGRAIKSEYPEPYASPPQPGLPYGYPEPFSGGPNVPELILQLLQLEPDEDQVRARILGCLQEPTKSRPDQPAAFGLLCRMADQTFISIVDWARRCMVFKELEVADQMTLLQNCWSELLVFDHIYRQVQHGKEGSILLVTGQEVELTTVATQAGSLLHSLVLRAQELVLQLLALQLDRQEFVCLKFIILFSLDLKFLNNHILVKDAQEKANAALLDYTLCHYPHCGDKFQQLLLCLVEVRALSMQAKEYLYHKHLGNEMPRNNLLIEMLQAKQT
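System: CHO-K1 cells with Gal4–hSF-1 LBD chimera plus Gal4-driven luciferase; quantity: 4,000 CHO-K1 cells per well; compound: one dose, 10 µM compound, 1% DMSO; times: 20 h compound treatment, 37 °C; measured by: SteadyLite luciferase luminescence; read-out: percent activation versus DMSO; benchmarks: DMSO and mock-transfected background; replicates: one test per compound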
TNAP act DEA = activators of human TNAP at intermediate phosphate acceptor. P05186. activation factor at 20 µM. purified TNAP, CDP-star luminescence, 100 mM DEA, 30 min; hits give high values; scale: 0 levamisole-inhibited, 1 vehicle-only enzyme. 64,000 tested, under 10 active;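 active = activation factor of at least 2 at 20 µM, relative to controls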
Ecoli tolC = growth inhibitors of E. coli BW25113 tolC mutant. OD615. growth inhibition, % at 10 µM (by protocol). hit rate 2.2% among 65,000;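 active = growth inhibition at or above a cutoff equal to the mean over every tested compound plus 3 SD, cut at about 60% in these data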;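 also: growth measured after 20 h incubation at 37 °C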
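Test system: tolC-deleted E. coli BW25113 | Medium: LB with kanamycin 50 µg/mL | Compound dosing: Single concentration, 10 µM final per compound | Schedule: 37 °C, 20 h exposure | Measured by: OD at 615 nm | Evaluation: Percent growth inhibition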
D1 mod = D1 dopamine receptor (human) allosteric modulation. P21728. HEK293 D1, CRE-luciferase, dopamine EC30 potentiation; actives deviate in either direction. B-score at 10 µM. hit rate 5.9% among 58,000. AID 641;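 active = luminescence count or its row- and column-corrected plate score outside the 99.7% band of the plate's sample wells, on either side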
Target sequence (P21728 whole entry, looked up): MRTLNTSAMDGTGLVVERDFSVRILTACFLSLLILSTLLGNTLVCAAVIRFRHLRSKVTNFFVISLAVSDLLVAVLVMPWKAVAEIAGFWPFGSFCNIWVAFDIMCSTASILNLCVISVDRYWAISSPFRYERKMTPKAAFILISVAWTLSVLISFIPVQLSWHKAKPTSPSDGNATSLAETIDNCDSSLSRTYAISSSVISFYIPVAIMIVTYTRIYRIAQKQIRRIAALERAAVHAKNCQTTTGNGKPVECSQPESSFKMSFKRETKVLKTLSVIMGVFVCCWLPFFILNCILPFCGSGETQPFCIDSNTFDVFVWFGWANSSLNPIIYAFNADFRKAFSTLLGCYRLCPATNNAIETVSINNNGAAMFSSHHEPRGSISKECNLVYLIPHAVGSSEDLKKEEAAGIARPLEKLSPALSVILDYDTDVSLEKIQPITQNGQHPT
HEK293 NFkB inh = lowers PMA/ionomycin-induced NF-kB signal in HEK293 cells. inhibition, % at 3 µM. HEK-293 NF-kB luciferase reporter, luminescence. hit rate 0.21% among 62,000;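 active = inhibition above the mean of all tested compounds plus 3 SD, cut at about 40% in these data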;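 also: 0% = stimulated DMSO wells and 100% = 10 µM reference inhibitor 5653914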
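Reagent: PMA plus ionomycin mix as NF-kB-activating stimulus. Assay system: NF-kB luciferase reporter HEK-293 cells. Technique: luminescence from luciferase substrate reagent. Incubation: 1 h compound pre-incubation, 16 h PMA/ionomycin at 37 °C. Benchmarks: DMSO only as uninhibited control, 10 µM reference inhibitor as full inhibition. Repeats: tested once.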
Jurkat viability = cytotoxic compounds reducing Jurkat cell viability | Jurkat E6.1 viability, ATP luminescence, 48 h | inhibition, % at 4 µM | hit rate 1.2% among 56,000 | AID 463;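 active = inhibition above the mean inhibition of all tested compounds plus 3 SD, cut at about 28% in these data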
M1 antag = antagonists of rat M1 muscarinic receptor. B-score at 10 µM. hit rate 3.4% among 64,000. P08482. CHO-M1 cells, Fluo-4 calcium, ACh EC80 antagonist mode; hits give low values;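 active = calcium fluorescence response, raw or row-and-column corrected B-score, differing from the plate sample mean either way at a set confidence level, mostly lower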
M1 agonist = M1 muscarinic receptor agonism. AID 626. CHO-M1 cells, Fluo-4 calcium fluorescence, agonist mode; hits give high values. hit rate 3% among 64,000. B-score at 10 µM;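 active = fluorescence rise, raw or as B-score row- and column-corrected plate score, outside the 99.7% band of its plate's samples, either direction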
* hit, by the source's call; x = no result given; [ ] = another dose, or the depositor's remark. Hits appear at their usual frequency. Share with any hit: about 15%.

SMILES	NADH enzymes	SF1 activator	TNAP act DEA	Ecoli tolC	D1 mod	HEK293 NFkB inh	Jurkat viability	M1 antag	M1 agonist
Cc1ccc(C(=O)N(CN2CCCC2=O)c2ccc(F)cc2)cc1C	2.0%	-1.5	1	-11.8	1.51	6.2	13.9	0.39	-0.234
CCOC(=O)C1CCCN(C(=O)c2ccccc2SCCOC)C1 (configuration not stated)	5.0%	-7.2	0.9	0.7	-0.0564	19.8	-3.4	0	0.225
COc1ccc(Cl)cc1N(C)C(=O)CCc1nc(-c2ccc(C)cc2)no1	7.0%	-13.4	0.9	89.6*	-0.238	6.1	7.8	0.111	-0.0504
CCCCN(CC)C(=O)c1ccc(Cl)c(Cl)c1	3.0%	19.4	0.9	20.0	3.77*	9.3	-4.0	-0.83	1.56
Cc1nc2oc(C(=O)c3ccccc3)c(N)c2c2c1COC(C)(C)C2	5.0%	31.2	1	-11.2	-0.603	-8.1	-5.3	-0.382	1.02
CCOc1cc(C#N)c(NC(=O)c2ccco2)cc1OCC	3.0%	1.3	0.9	-30.8	0.784	14.8	79.4*	-11.1*	0.726
CCOC(=O)c1[nH]c2cc(OC)c(OC)cc2c1NC(=O)CN(C)C1CCCCC1	13.0%[fluoresces]	-11.9	0.9	2.4	4.32*	1.8	-0.2	0.332	0.705
COCCNC(=O)C(c1ccc(C)o1)N(Cc1ccccc1)C(=O)Cn1nnc2ccccc21 (configuration not stated)	7.0%	-12.9	0.9	-16.8	0.0616	6.5	4.3	0.112	-0.295
OCC1(CO)COC2(CCCC2)N1	5.0%	-9.7	1	-22.2	-0.00757	15.5	0.1	0.236	0.262
Cc1cccc(C(=O)N(C)c2nnc(-c3ccncc3)s2)c1	2.0%	17.7	0.9	-9.6	0.771	10.5	-1.8	-0.188	0.289
CCc1nc(NCCc2ccccn2)c2nnn(Cc3ccccc3F)c2n1	5.0%	-7.7	0.9	17.6	12.5*	3.2	0.7	-0.399	1.52
Cn1c(C(=O)N(Cc2ccccc2)Cc2cccs2)cc2sccc21	5.0%	-16.9	0.9	48.9	-0.183	4.3	-0.3	-1.13	0.691

Rewritten as comma-separated lines: entries from further up
SMILES,NADH enzymes,SF1 activator,TNAP act DEA,Ecoli tolC,D1 mod,HEK293 NFkB inh,Jurkat viability,M1 antag,M1 agonist
COCCNC(=O)C(c1ccc(C)o1)N(Cc1ccccc1)C(=O)Cn1nnc2ccccc21 (configuration not stated),7.0%,-12.9,0.9,-16.8,0.0616,6.5,4.3,0.112,-0.295
CCOC(=O)C1CCCN(C(=O)c2ccccc2SCCOC)C1 (configuration not stated),5.0%,-7.2,0.9,0.7,-0.0564,19.8,-3.4,0,0.225

New compounds follow
SMILES	NADH enzymes	SF1 activator	TNAP act DEA	Ecoli tolC	D1 mod	HEK293 NFkB inh	Jurkat viability	M1 antag	M1 agonist
CCn1c(C)cc2c(c1=O)C(c1ccccc1Br)C(C#N)=C(N)O2 (configuration not stated)	7.0%	-0.1	0.9	-3.2	-2.37	4.7	1.1	x	x
CCOC(=O)Nc1ccc(S(=O)(=O)NCCCN2CCOCC2)cc1	7.0%	-1.0	0.9	-11.5	-0.755	13.0	-0.9	-0.42	0
CC(=O)NC(Cc1ccccc1)C(=O)NC1CCN(C(=O)c2cnccn2)CC1 (configuration not stated)	2.0%	-4.9	0.8	-23.8	0	7.1	-1.0	0.66	0.0353
Cc1ccc(S(=O)(=O)Nc2ccc3nc(N)sc3c2)cc1	5.0%	-3.4	0.9	23.8	x	15.0	x	-0.613	0.895
COc1ccccc1C(=O)NC(=Nc1nc2ccccc2o1)NC(=O)c1ccccc1OC	0.0%	-7.7	0.9	-3.9	x	x	x	-0.456	6.44*
CCOC(=O)C1=C(C)N(c2nonc2NC(C)=O)C(N)=C(C#N)C1c1ccccc1F (configuration not stated)	3.0%	-5.9	0.9	14.3	0.518	23.0	2.2	1.46	-0.0257
CCCCCn1c(CN2CCN(CCO)CC2)nc2c1c(=O)n(C)c(=O)n2C	4.0%	-3.8	1.1	-2.7	0.057	6.3	6.0	-0.454	-0.241
CCc1cc(C(=O)Cc2cnn(-c3ccccc3)c2)c(O)cc1O	4.0%	-10.5	1	14.9	-0.000781	3.1	5.7	-0.77	-0.0336
O=C(NCCN1CCCCCC1)C1CCN(S(=O)(=O)N2CCOCC2)CC1	7.0%	7.7	1	-9.1	-1.34	2.0	-1.6	-5.21*	-0.0863
CCCC(=N)C1=C(O)CC(CC(C)SCC)CC1=O (configuration not stated)	1.0%	-18.2	0.9	3.5	-0.0876	0.8	4.1	-0.637	0.549
CCCn1nc(NC(=O)c2ccncc2)c2cc3ccccc3nc21	4.0%	-1.9	0.9	4.8	8.38*	5.1	8.0	-1.07	0.764
CCCCCCNC(=O)C(C#N)c1nc2ccccc2nc1N1CCCC1 (configuration not stated)	2.0%	29.9	0.8	-10.7	-1.06	18.4	7.8	1.14*	-0.0989

Looked up above:
In M1 antag, `O=C(NCCN1CCCCCC1)C1CCN(S(=O)(=O)N2CCOCC2)CC1` is entered as -5.21*
In SF1 activator, `CCCn1nc(NC(=O)c2ccncc2)c2cc3ccccc3nc21` is entered as -1.9
In M1 agonist, `Cc1ccc(S(=O)(=O)Nc2ccc3nc(N)sc3c2)cc1` is entered as 0.895
In D1 mod, `CCCCCn1c(CN2CCN(CCO)CC2)nc2c1c(=O)n(C)c(=O)n2C` is entered as 0.057

Next compounds follow:
SMILES	NADH enzymes	SF1 activator	TNAP act DEA	Ecoli tolC	D1 mod	HEK293 NFkB inh	Jurkat viability	M1 antag	M1 agonist
CC(C)CC(c1nnnn1C1CCCCC1)N1CCN(c2ncccn2)CC1 (configuration not stated)	8.0%	-0.6	0.9	-1.5	0.519	-4.0	-0.9	1.4	0.0124
O=C(c1ccccc1)C(CCC(CN1CCOCC1)C(=O)c1ccccc1)CN1CCOCC1 (configuration not stated)	4.0%	-74.1	0.9	12.7	x	x	x	-0.0782	-0.28
COCCCn1c(Cc2csc(Nc3cccc(Cl)c3)n2)nnc1SCC(=O)OC	5.0%	1.1	1.1	11.3	0.714	9.0	-1.2	-0.000216	-0.187
Cc1ccc(-n2c3c(cc(C(=O)NC4CCSC4=O)c2=O)C(=O)CCC3)cc1 (configuration not stated)	5.0%	-4.7	0.9	-13.3	2.87	15.6	6.0	0.144	0.532
OC1CCN(C(c2ccc3ncccc3c2)c2nnnn2C2CCCCC2)CC1 (configuration not stated)	15.0%	15.5	0.9	-9.6	0.0415	9.9	-0.8	-0.347	-0.174
O=C(Nc1nc2ccccc2n1CCOc1ccc(Cl)cc1)c1ccco1	5.0%	-15.5	0.8	77.1*	-0.098	6.1	23.6	0.357	-0.499
Clc1cccc(CSc2nnc([C@@H]3CCCN3)o2)c1	3.0%	0.2	1	4.9	0.00369	8.7	x	1.18	0.127
O=S(=O)(NCc1ccccc1)c1ccc(S(=O)(=O)N2CCCCC2)cc1	0.0%	-16.7	0.9	-4.5	0.076	16.3	-0.5	0.483	-1.49
COc1cccc(C2CC(c3ccccc3)n3ncnc3N2)c1 (configuration not stated)	2.0%	x	0.8	24.3	1.57	x	x	-0.0342	-0.0215
CC(=O)C1=C(O)C(=O)N(Cc2cccnc2)C1c1ccccc1Cl (configuration not stated)	4.0%	-11.5	0.9	9.6	x	x	x	-0.328	-1.84
CSc1nn(CCc2ccncc2)c(=S)s1	1.0%	-5.4	0.9	-9.5	-0.0336	0.4	-7.2	-0.316	1.2
Cc1cc(C)n(CC(=O)NC2CCCCC2)n1	1.0%	0.6	0.9	-5.9	-0.531	5.1	0.2	0.432	0.0505
COc1ccc(-c2nc3n(c2Br)CCC3)cc1	1.0%	42.6	0.9	-3.5	x	x	x	0.807	-0.497
CN1CCc2c(sc3c2C(=O)NC(c2ccccn2)N3)C1 (configuration not stated)	12.0%	4.2	0.8	-4.3	0.596	-0.9	-2.7	-0.345	-0.55
CCOC(=O)C1=C(CC)Nc2ccccc2N=C1NC(=O)c1cccc(S(=O)(=O)N2CCCC2)c1	5.0%	-6.0	0.9	6.2	1.08	13.6	3.2	-3.22*	2.65
Cc1nnc(SCCn2c(N3CCCCCC3)nc3c2c(=O)[nH]c(=O)n3C)s1	3.0%	-5.9	0.9	-0.3	-0.155	10.7	1.3	-0.188	0.0949
COc1ccc(-n2nc3c(c2NC(=O)C24CC5CC(CC(C5)C2)C4)CS(=O)C3)cc1 (configuration not stated)	2.0%	-3.0	1	13.6	0.505	20.2	2.6	0.111	-1.72
CN(C)/C=N/c1ncnc2c1cnn2-c1ccc(C(F)(F)F)cn1	2.0%	81.8*	0.8	-31.9	-1.65	-24.0	1.3	0.29	-0.214
CCOC(=O)N1CCN(S(=O)(=O)c2ccc3[nH]c(=O)sc3c2)CC1	5.0%	13.5	0.9	0.7	0.00263	13.9	8.2	-0.436	-1.25
Cn1c(SCC(=O)N2CCOCC2)nc2sc3c(c2c1=O)CCCC3	6.0%	6.4	1	8.6	0.012	19.6	-1.1	-2.64	-0.00676
CCOC(=O)N1CCN(C(=O)Cc2ccc(Cl)cc2)CC1	6.0%	-1.2	0.9	1.6	-0.192	0.7	-10.3	-0.511	0.262
Nc1nnc(SCc2cccnc2)s1	2.0%	10.2	1	-9.5	-0.616	7.6	3.6	-0.323	-0.967
COc1ccccc1NC(=O)c1cc(S(=O)(=O)N2CCC3(CC2)OCCO3)ccc1F	7.0%	-5.6	1	5.8	0.00754	3.2	x	1.15	-0.23
CCNc1nc(NC(C)C)nc(Oc2ccc(OCCOc3ccc(C)cc3)nn2)n1	0.0%	-10.0	0.9	13.5	0.55	15.1	-5.4	0.00838	-0.172
O=C(O)c1cccc(S(=O)(=O)NCC2CCCO2)c1 (configuration not stated)	2.0%	23.6	0.9	-12.6	0.631	12.5	3.6	0.721	-0.611
O=C(Cn1cnc2ccccc2c1=O)OCCCCN1C(=O)c2ccccc2C1=O	5.0%	-7.4	0.9	3.0	1.3	14.1	7.0	-0.435	-0.465
O=C1CN(S(=O)(=O)c2ccc(F)cc2)CC(=O)N1CCc1ccccc1	6.0%	-16.4	0.9	-11.8	0.321	13.9	-0.9	-0.567	0.0576
COC(=O)c1cccc(-n2nnnc2SCC(=O)Nc2nc3c(s2)CCCC3)c1	9.0%	-16.2	0.9	83.9*	1.25	0.9	-3.2	-0.032	-0.761
COc1ccc(NC(=O)c2ocnc2C)cc1OC	5.0%	19.9	0.9	-22.6	1.11	0.3	x	0.0941	0.555

Six compounds from above, sorted by the number in M1 agonist, low to high:
canonical_smiles	M1 agonist
COC(=O)c1cccc(-n2nnnc2SCC(=O)Nc2nc3c(s2)CCCC3)c1	-0.761
Cc1ccc(C(=O)N(CN2CCCC2=O)c2ccc(F)cc2)cc1C	-0.234
O=C(NCCN1CCCCCC1)C1CCN(S(=O)(=O)N2CCOCC2)CC1	-0.0863
Cc1ccc(-n2c3c(cc(C(=O)NC4CCSC4=O)c2=O)C(=O)CCC3)cc1 (configuration not stated)	0.532
CCCC(=N)C1=C(O)CC(CC(C)SCC)CC1=O (configuration not stated)	0.549
CCc1nc(NCCc2ccccn2)c2nnn(Cc3ccccc3F)c2n1	1.52
